MEKK3 PB1 HTS: MEKK3-MEK5 PB1 interaction, increase or decrease | bead-based flow cytometry, Alexa488-MEK5 binding to MEKK3; actives lie on both sides; 0 = blocked by unlabeled MEK5, 100 = vehicle | binding response (% of control), % at 10 µM | 1.4% of 290,000 active;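 active = binding response more than 3 SD above or below the average of its plate-row segment, actives on both sides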;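 note: Alexa488 bead fluorescence after subtracting the streptavidin-only scavenger bead signal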
Target sequence (Q99759 whole entry, looked up): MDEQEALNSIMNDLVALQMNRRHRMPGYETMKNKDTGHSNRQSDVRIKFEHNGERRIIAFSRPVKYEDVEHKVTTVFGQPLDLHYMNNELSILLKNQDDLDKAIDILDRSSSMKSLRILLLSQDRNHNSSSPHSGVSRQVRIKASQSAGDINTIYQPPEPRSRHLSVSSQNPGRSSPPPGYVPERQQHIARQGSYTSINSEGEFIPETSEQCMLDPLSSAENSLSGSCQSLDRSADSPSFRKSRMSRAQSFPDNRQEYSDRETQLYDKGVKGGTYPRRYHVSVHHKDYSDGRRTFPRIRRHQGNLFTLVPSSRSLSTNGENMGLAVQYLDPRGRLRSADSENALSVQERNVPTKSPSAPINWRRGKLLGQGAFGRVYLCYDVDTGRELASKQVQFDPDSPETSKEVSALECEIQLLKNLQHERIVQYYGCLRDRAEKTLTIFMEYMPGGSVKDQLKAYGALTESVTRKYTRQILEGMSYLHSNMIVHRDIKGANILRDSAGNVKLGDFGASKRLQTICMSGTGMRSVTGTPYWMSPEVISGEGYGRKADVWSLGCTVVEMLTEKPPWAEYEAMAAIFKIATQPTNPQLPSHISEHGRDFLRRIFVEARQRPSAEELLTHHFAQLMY
GalR3 antagonist: human GalR3 antagonism | inhibition, % at 3 µM | 0.44% of 360,000 active | HEK293 GalR3-CNG cAMP membrane potential fluorescence; galR3 body fused to GalR1 C-terminus;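 active = inhibition above the screen-wide average plus 3 SD, cut at about 13% in these data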;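 note: forskolin and galanin both at EC90 stimulate the cells; cAMP rise reported by CNG channel membrane potential dye signal; 0% = forskolin plus galanin with DMSO and 100% = forskolin alone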
Target sequence (O60755 1-299 limits assumed): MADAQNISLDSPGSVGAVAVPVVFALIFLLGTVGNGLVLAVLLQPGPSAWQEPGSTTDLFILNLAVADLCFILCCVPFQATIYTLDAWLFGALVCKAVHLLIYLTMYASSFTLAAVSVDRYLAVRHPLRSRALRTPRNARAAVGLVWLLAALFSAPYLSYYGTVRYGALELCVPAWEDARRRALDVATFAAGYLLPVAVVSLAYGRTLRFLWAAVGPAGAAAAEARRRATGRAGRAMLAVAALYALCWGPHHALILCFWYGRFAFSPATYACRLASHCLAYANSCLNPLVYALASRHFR
CRFBP-R2 block: blocks CRF-induced signaling of the CRF-BP/CRF-R2 complex; HEK293 CRF-R2/CRF-BP, CRF-induced calcium fluorescence; 0.59% of 350,000 active; inhibition, % at 11.8 µM;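 active = inhibition of the ligand-induced calcium signal above about 50% at the single tested concentration, limit read from the data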
CRFR2-BP ag: agonists of human CRF-binding protein/CRF-R2 receptor complex. HEK293 CRF-R2/CRF-BP, calcium dye fluorescence (FLIPR); percent of saturating CRF peptide response. activation, % at 13.2 µM. 0.46% of 350,000 active;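 active = activation of at least 50%, plus an integration ratio under a set limit after plate pattern correction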;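 note: plate controls were neutral control wells without compound for no effect and CRF at EC100 for full effect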
pCIP destab: p/CIP protein destabilization; Q05BA5; F442A p/CIP-EGFP cells, EGFP fluorescence, 16 h; 0.01% of 290,000 active; AID 1984; decrease of EGFP signal, % at 10 µM;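 active = EGFP signal decrease of at least 30% at 10 µM or well 3 SD below plate mean, unless failing retest; inactive = the rest, including hits failing retest or dose response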; note: some compounds called inactive have numbers as strong as hits; many of its hits are not listed in these tables
M4 PAM: potentiates acetylcholine response at human M4 receptor. 0.4% of 360,000 active. P08173. CHO-K1 hM4/Gqi5, Fluo-8 calcium fluorescence, ACh EC20; 0% = ACh EC20, 100% = maximal ACh. activation, % at 3 µM;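 active = activation above its plate's cutoff, the mean activation of sample wells plus 3 SD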; note: some results filed as inactive read as strong as hits
PHOSPHO1 block: blocks human PHOSPHO1 phosphatase activity; recombinant PHOSPHO1, absorbance phosphatase assay; inhibition, % at 13.3 µM; 1.1% of 290,000 active; AID 1565; Q8TCT1; in the data active = inhibition above about 60%
IDE cell activ: activators of human insulin-degrading enzyme in cells | P14735 | 0.073% of 340,000 active | HEK cells, FAbeta-B cleavage, fluorescence polarization; 0% vehicle, 100% cell-free pure enzyme wells | activation, % at 5.96 µM | AID 493087;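 active = activation above the mean of all tested compounds plus 3 SD, set per screening campaign, cut at about 17% in these data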
IDE inh: inhibits human insulin-degrading enzyme in HEK cells; FAbetaB cleavage, fluorescence polarization; inhibition, % at 5.59 µM; 0.41% of 320,000 active;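 active = percent inhibition above the average of all tested compounds plus 3 SD, set per screening campaign, cut at about 16% in these data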;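 note: IDE supplied by intact live HEK cells; FP after avidin binding of uncleaved biotin substrate so inhibition keeps polarization high; 0% = DMSO wells and 100% = 60 µM reference IDE inhibitor Ii1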
* marks the source's active call; other numbers are inactive results; . = not tested or not shown.

Labels used below – A = MEKK3 PB1 HTS; B = GalR3 antagonist; C = CRFBP-R2 block; D = CRFR2-BP ag; E = pCIP destab; F = M4 PAM; G = PHOSPHO1 block; H = IDE cell activ; I = IDE inh
> COc1ccc(NC(=O)CS(=O)c2cccc(Cl)c2)cc1 (stereo unspecified)
  A = 97; B = -4; C = -3; D = 2.0; E = -5; F = -1; G = 43; H = -1; I = 3

> COc1ccc(S(=O)(=O)Nc2ccc3c(c2)C(=O)N([C@H](C)CO)C[C@H](C)[C@@H](CN(C)C(=O)Nc2ccc4c(c2)OCO4)O3)cc1
  A = .; B = -4; C = 10; D = 0.3; E = .; F = 1; G = .; H = -2; I = 3

> Cc1cc(C)nc(SCc2ccc(C(=O)N/N=C/c3ccc(C(=O)O)cc3)cc2)n1
  A = 98; B = -5; C = 2; D = -5.5; E = -11; F = 3; G = 7; H = 2; I = -5

> CC(C)Oc1ccc(N2CC(C(=O)Nc3ccccc3F)CC2=O)cc1 (stereo unspecified)
  A = 100; B = -2; C = 8; D = -2.0; E = -8; F = 12; G = -1; H = 6; I = 3

> Cc1c(C(=O)Nc2ccc3oc(-c4cccnc4)nc3c2)oc2ccccc12
  A = 100; B = -2; C = -7; D = 0.3; E = -9; F = -12; G = 50; H = 1; I = 1

> Cc1nc(CN2CCCC2=NC#N)n(-c2ccccc2)n1
  A = 101; B = -3; C = 37; D = -4.7; E = 13; F = 10; G = 7; H = 1; I = 3

> COc1ccccc1/C=N/NC(=O)c1ccc(NC(=O)c2ccccc2Br)cc1
  A = 93; B = 0; C = -26; D = 3.7; E = -16; F = -12; G = 4; H = 0; I = 9

> CCc1ccccc1NC(=O)CCNS(=O)(=O)c1cc(Br)cnc1N
  A = 103; B = 3; C = -9; D = -1.2; E = -19; F = 4; G = 47; H = 6; I = 0

> COc1ccc(Cl)cc1C(=O)NNC(=O)c1cccs1
  A = .; B = -5; C = 14; D = -5.0; E = .; F = 6; G = .; H = 1; I = -3

> O=C1c2ccccc2C(=O)N1CCC(c1ccc(F)cc1)c1ccco1 (stereo unspecified)
  A = 102; B = 5; C = 0; D = 0.5; E = -7; F = 0; G = 6; H = -2; I = 3

> CC(=O)Nc1ccc(NC(=O)/C(=C/c2ccco2)NC(=O)c2ccccc2)cc1
  A = 94; B = -2; C = 4; D = 0.8; E = -4; F = -5; G = 6; H = 2; I = 3

> CC1(C)CC(=O)C(N=Nc2cccc([N+](=O)[O-])c2)=C(O)C1
  A = 85; B = -6; C = 12; D = -0.3; E = -15; F = -1; G = 8; H = 4; I = 4

> COCCCn1c(C)csc1=Nc1cccnc1
  A = 108; B = -4; C = 15; D = 0.8; E = 9; F = -1; G = -16; H = -1; I = 1

> O=C(NNc1cccc(Cl)n1)Nc1ccc(F)cc1
  A = 106; B = 3; C = -18; D = -1.7; E = -4; F = -1; G = -40; H = 0; I = 3

> O=C1OC(CC(=O)N(Cc2nnc(-c3ccccc3Cl)o2)C2CC2)c2ccccc21 (stereo unspecified)
  A = .; B = -6; C = 1; D = 0.4; E = .; F = -2; G = .; H = 1; I = 2

> COc1ccc(CCNC(=O)c2oc3ccc(OC)cc3c2C)cc1
  A = 94; B = 1; C = 3; D = -1.7; E = 1; F = 5; G = 18; H = 2; I = -4

> Cc1cc(C(F)F)n2ncc(C(=O)NCc3ccccc3)c2n1
  A = 98; B = 3; C = 4; D = -1.1; E = 9; F = -6; G = 16; H = 2; I = -6

> O=C1C2CC=CCC2C(=O)N1Cc1ccccc1 (stereo unspecified)
  A = 111; B = -3; C = 0; D = -0.8; E = -14; F = -2; G = -21; H = 2; I = 8

> CC(C)CN(CC(C)C)CC(O)CN(c1ccccc1)S(=O)(=O)c1ccccc1[N+](=O)[O-] (stereo unspecified)
  A = 97; B = -5; C = 38; D = 1.2; E = 9; F = -13; G = 50; H = 8; I = -14

> C=CCn1c(-c2ccc(=O)n(Cc3ccccc3)c2)n[nH]c1=S
  A = 102; B = .; C = .; D = .; E = -7; F = .; G = -95; H = .; I = 1

> COc1ccccc1N(CC(O)COc1c(C)cc(C)cc1C)S(=O)(=O)c1ccccc1 (stereo unspecified)
  A = 108; B = -3; C = 20; D = 0.1; E = -3; F = -11; G = 8; H = -3; I = 12

> CC(Sc1nc(N)cc(=O)[nH]1)C(=O)Nc1ccc(N2CCOCC2)cc1 (stereo unspecified)
  A = .; B = -3; C = 1; D = 3.8; E = .; F = 5; G = .; H = .; I = .

> Cc1nc2ccccc2cc1C(=O)NCc1ccc(F)cc1
  A = 102; B = -6; C = 3; D = -0.6; E = -15; F = -2; G = 36; H = 2; I = 2

> Cc1ccc(NC(=O)c2nc[nH]c2C(=O)NCC(=O)OC(C)(C)C)cc1
  A = 85; B = -7; C = -20; D = 0.3; E = 3; F = -2; G = 20; H = 1; I = -4

> N#CCCCc1cc2cc(F)ccc2cn1
  A = .; B = -7; C = 3; D = -2.5; E = .; F = -3; G = .; H = -1; I = 1

Compound profiles, from the list above. Screens in order: MEKK3 PB1 HTS	GalR3 antagonist	CRFBP-R2 block	CRFR2-BP ag	pCIP destab	M4 PAM	PHOSPHO1 block	IDE cell activ	IDE inh
COCCCn1c(C)csc1=Nc1cccnc1 reads 108	-4	15	0.8	9	-1	-16	-1	1
Cc1nc2ccccc2cc1C(=O)NCc1ccc(F)cc1 reads 102	-6	3	-0.6	-15	-2	36	2	2
COc1ccccc1N(CC(O)COc1c(C)cc(C)cc1C)S(=O)(=O)c1ccccc1 (stereo unspecified) reads 108	-3	20	0.1	-3	-11	8	-3	12
O=C(NNc1cccc(Cl)n1)Nc1ccc(F)cc1 reads 106	3	-18	-1.7	-4	-1	-40	0	3

Molecules listed so far containing fluorine:
Labels used below – A = MEKK3 PB1 HTS; B = GalR3 antagonist; C = CRFBP-R2 block; D = CRFR2-BP ag; E = pCIP destab; F = M4 PAM; G = PHOSPHO1 block; H = IDE cell activ; I = IDE inh
> CC(C)Oc1ccc(N2CC(C(=O)Nc3ccccc3F)CC2=O)cc1 (stereo unspecified)
  A = 100; B = -2; C = 8; D = -2.0; E = -8; F = 12; G = -1; H = 6; I = 3

> O=C1c2ccccc2C(=O)N1CCC(c1ccc(F)cc1)c1ccco1 (stereo unspecified)
  A = 102; B = 5; C = 0; D = 0.5; E = -7; F = 0; G = 6; H = -2; I = 3

> O=C(NNc1cccc(Cl)n1)Nc1ccc(F)cc1
  A = 106; B = 3; C = -18; D = -1.7; E = -4; F = -1; G = -40; H = 0; I = 3

> Cc1cc(C(F)F)n2ncc(C(=O)NCc3ccccc3)c2n1
  A = 98; B = 3; C = 4; D = -1.1; E = 9; F = -6; G = 16; H = 2; I = -6

> Cc1nc2ccccc2cc1C(=O)NCc1ccc(F)cc1
  A = 102; B = -6; C = 3; D = -0.6; E = -15; F = -2; G = 36; H = 2; I = 2

> N#CCCCc1cc2cc(F)ccc2cn1
  A = .; B = -7; C = 3; D = -2.5; E = .; F = -3; G = .; H = -1; I = 1

(next part)
Labels used below – A = MEKK3 PB1 HTS; B = GalR3 antagonist; C = CRFBP-R2 block; D = CRFR2-BP ag; E = pCIP destab; F = M4 PAM; G = PHOSPHO1 block; H = IDE cell activ; I = IDE inh
> CC/C(O)=C1\C(=O)CC(c2ccccc2)CC1=NCCC(=O)O (stereo unspecified)
  A = 99; B = -8; C = 8; D = -1.7; E = -16; F = 8; G = -3; H = 3; I = -2

> COC(=O)Cn1cnc2c(nnn2Cc2ccc(Cl)cc2)c1=O
  A = 105; B = -6; C = -7; D = -0.1; E = -14; F = 2; G = 21; H = 4; I = -2

> Cc1ccc(-c2nnn(CC(=O)N(c3ccccc3)C(C(=O)NCC3CCCO3)c3cccs3)n2)o1 (stereo unspecified)
  A = 70; B = -4; C = 6; D = -0.2; E = -5; F = -9; G = 9; H = 6; I = 0

> CC1S/C(=N/N=C/c2ccco2)N(Cc2ccccc2)C1=O (stereo unspecified)
  A = 98; B = -7; C = 8; D = -3.7; E = 1; F = -2; G = -2; H = .; I = 10

> Cn1c2c(c(=O)[nH]c1=O)C(NC(=O)c1ccco1)(C(F)(F)F)C(=O)N2 (stereo unspecified)
  A = 99; B = -2; C = 33; D = -5.3; E = 5; F = -1; G = 21; H = -2; I = -3

> Cc1cc(C)cc(NC(=O)C2CCCN(S(=O)(=O)c3ccc4[nH]c(=O)ccc4c3)C2)c1 (stereo unspecified)
  A = 102; B = 4; C = 12; D = -2.0; E = -10; F = 0; G = 18; H = 3; I = 0

> C[C@H](NC(=O)Nc1cccc(Br)c1)C(=O)O
  A = 90; B = 7; C = 1; D = 1.5; E = 10; F = 10; G = 28; H = 8; I = 2

> CCN(c1ccccc1)S(=O)(=O)c1ccc(Cl)c(NC(=O)COC(=O)c2ccc[nH]c2=O)c1
  A = 98; B = 2; C = 8; D = 1.2; E = -8; F = 3; G = 20; H = 5; I = 3

> O=C(CC(Sc1ccc(Br)cc1)C(=O)O)c1ccc(F)cc1 (stereo unspecified)
  A = 99; B = -8; C = 9; D = 0.4; E = -15; F = -7; G = 6; H = 0; I = -1

> c1cncc(-c2nn[nH]n2)c1
  A = 102; B = -4; C = 19; D = -0.1; E = -2; F = 4; G = -8; H = 2; I = -4

> c1ccc2c(c1)c1ccccc1n1c(-c3ccc4c(c3)OCO4)nnc21
  A = 103; B = 7; C = 0; D = 0.4; E = -3; F = 6; G = 14; H = 4; I = 2

> COC(=O)c1cc([N+](=O)[O-])c(-n2ccnc2)c([N+](=O)[O-])c1
  A = 102; B = -2; C = 47; D = -0.9; E = -2; F = 7; G = 3; H = -1; I = 1

> COc1cc(C(C)=O)ccc1OCCN1CCC(Cc2ccccc2)CC1
  A = 102; B = 4; C = 3; D = 0.0; E = 10; F = -13; G = 37; H = 4; I = 1

> CCOc1ncccc1C(=O)N1CCN(S(=O)(=O)c2ccc3c(c2)OCCO3)CC1
  A = .; B = -4; C = -11; D = -0.6; E = .; F = 6; G = .; H = 4; I = -2

> COc1ccc(OC)c(-c2cc(C(=O)NCc3ccco3)no2)c1
  A = 105; B = -8; C = 6; D = -2.1; E = 3; F = 0; G = 8; H = 7; I = -1

> CCN(C[C@H]1N[C@@](Cc2ccccc2)(C(=O)OC)[C@H]2C(=O)N(Cc3ccccc3)C(=O)[C@@H]12)C(=O)Nc1ccc(Cl)cc1
  A = .; B = -8; C = 2; D = 4.2; E = .; F = -8; G = .; H = -1; I = 10

> O=C(NCc1ccc(Cl)cc1)c1cc(=O)nc2sc(-c3ccccc3)nn12
  A = 87; B = -4; C = -5; D = 0.5; E = -2; F = -7; G = 20; H = 7; I = 1

> CC(=O)c1ccc(S(=O)(=O)NC2CCSc3ccccc32)cc1 (stereo unspecified)
  A = 102; B = -10; C = 19; D = 2.3; E = -5; F = -9; G = 28; H = 5; I = -2

> COc1ccccc1NC(=O)NNC(=O)CCN1CCOCC1
  A = 104; B = -2; C = 12; D = -0.9; E = -14; F = -4; G = 28; H = 3; I = 2

> CCOc1cc(/C=N/NC(=O)c2ccncc2)cc(Cl)c1OS(C)(=O)=O
  A = 90; B = 3; C = 2; D = -0.1; E = -7; F = 5; G = 2; H = 4; I = 5

> Cc1ccc(-c2nnc(C)c(N3CC(C)OC(C)C3)n2)cc1 (stereo unspecified)
  A = 106; B = -1; C = -18; D = -0.4; E = -4; F = 4; G = 14; H = 0; I = 1

Screens: PubChem, several laboratories
